ASAP1 GAP inh – ASAP1 ArfGAP inhibition | 360,000 tested, 0.19% active | ASAP1-stimulated ARF1 GTP hydrolysis, GDP FP detection | Q9ULH1 | inhibition, % at 16.5 µM | AID 624377; in the data active means inhibition above about 25%;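 further: 0% = vehicle with enzyme and substrate and 100% = no enzyme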
Target sequence (Q9ULH1 325-724 limits assumed): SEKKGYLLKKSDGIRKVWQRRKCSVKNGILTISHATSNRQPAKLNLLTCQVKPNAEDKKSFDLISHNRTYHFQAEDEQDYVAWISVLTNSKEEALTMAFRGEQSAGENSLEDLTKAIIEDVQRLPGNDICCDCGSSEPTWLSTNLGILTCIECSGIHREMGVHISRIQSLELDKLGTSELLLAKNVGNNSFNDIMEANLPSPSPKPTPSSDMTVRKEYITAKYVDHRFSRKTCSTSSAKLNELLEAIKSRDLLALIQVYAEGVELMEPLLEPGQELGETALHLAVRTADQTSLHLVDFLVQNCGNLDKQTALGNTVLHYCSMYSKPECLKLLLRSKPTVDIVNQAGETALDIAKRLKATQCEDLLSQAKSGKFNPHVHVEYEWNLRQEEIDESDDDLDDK
HGIII-sPLA2 inh – Inhibits HGIII-sPLA2 liposome hydrolysis, primary screen. QFRET BODIPY PC-A2 liposome hydrolysis, fluorescence. Q9NZ20. 370,000 tested, 0.56% active. inhibition, % at 12.2 µM. AID 743126;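 active means inhibition above mean plus 3 SD of compounds lying within the high and low control bounds, cut at about 19% in these data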;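 further: 0% = median of test compound wells and 100% = no enzyme DMSO wells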
Tn6 DDE FP – disrupts Tn6 cyclic peptide binding to fibrin D-Dimer-E complex | AID 720509 | inhibition, % at 8.3 µM | 370,000 tested, 0.21% active | Fibrin DD(E) TRITC-Tn6 fluorescence polarization displacement;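 active means inhibition above a per-campaign cutoff: mean of compounds within control limits plus 3 SD, cut at about 15% in these data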;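 further: 0% = median of all compound wells on the plate and 100% = blocking peptide control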
rCAG RNA binder – r(CAG) repeat RNA binding. TO-PRO-1 dye displacement fluorescence. inhibition, % at 3 µM. 370,000 tested, 1.3% active;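 active means inhibition above the plate cutoff, the mean of all test compounds on that plate plus 3 SD, cut at about 35% in these data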;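 further: 0% = DMSO alone and 100% = 100 µM mitoxantrone as full dye displacement; higher means more dye released from RNA so lower well fluorescence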
proKLK7 act – activators of human kallikrein-7 zymogen | activation, % at 7 µM | purified proKLK7, EDANS-DABCYL substrate fluorescence; 100% is mature enzyme control, 0% vehicle | AID 652039 | P49862 | 370,000 tested, 0.9% active;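 active means activation above the mean of all tested compounds plus 3 SD, computed per campaign excluding outliers beyond control limits, cut at about 13% in these data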
Target sequence (P49862 whole entry, looked up): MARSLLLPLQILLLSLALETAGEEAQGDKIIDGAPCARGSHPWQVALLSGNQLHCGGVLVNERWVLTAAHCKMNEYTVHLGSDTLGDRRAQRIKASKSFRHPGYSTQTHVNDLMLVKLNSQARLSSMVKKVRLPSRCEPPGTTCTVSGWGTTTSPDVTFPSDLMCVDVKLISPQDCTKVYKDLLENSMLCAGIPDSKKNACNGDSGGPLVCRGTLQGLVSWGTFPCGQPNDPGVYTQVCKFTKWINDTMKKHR
ADAM10 inh – ADAM10 inhibition, QFRET primary screen; O14672; inhibition, % at 7 µM; 370,000 tested, 0.62% active; recombinant ADAM10, EDANS/DABCYL FRET peptide cleavage, 3 h;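 active means inhibition above a per-campaign cutoff equal to the mean of compounds falling between control-based bounds plus 3 SD, cut at about 20% in these data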;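 further: 0% = DMSO wells while the 100% control is not disclosed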
FXN GAA850 act – frataxin GAA850 promoter activation | HEK293 lucGAA850 FXN promoter luciferase reporter, 24 h; percent of 10 µM SAHA response | activation, % at 6 µM | 360,000 tested, 0.56% active | AID 540364;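 active means activation above the average of all compounds screened plus 3 SD, cutoff fixed separately per campaign, cut at about 7.5% in these data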;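 further: 0% = DMSO wells and 100% = 10 µM SAHA wells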
GC-A act – GC-A (human) enzyme activation | P16066 | HEK293 GC-A cells, cGMP TR-FRET, EC30 ANP; 0% at EC30 ANP, 100% saturating ANP | activation, % at 10 µM | 370,000 tested, 0.14% active | AID 1671463; in the data active means activation above about 40%
GC-B act – GC-B (human) receptor activation; 370,000 tested, 0.11% active; activation, % at 10 µM; AID 1920062; HEK293-GC-B cells, CNP EC30, cGMP TR-FRET; 0% at EC30 CNP, 100% saturating CNP; P20594;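 active means activation at 10 µM reaching about 35% in either raw or pattern-adjusted values, limit read from the data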
ARFGAP1 inh – inhibitors of rat ARFGAP1. Arfgap1-stimulated ARF1 GTP hydrolysis, GDP FP detection. AID 651572. 360,000 tested, 0.26% active. inhibition, % at 16.5 µM;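 active means inhibition above a per-plate limit, mean inhibition of low control wells plus 3 SD, cut at about 25% in these data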;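 further: 0% = DMSO wells with enzyme and 100% = wells lacking Arfgap1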
Target sequence (Q62848 1-136 limits assumed): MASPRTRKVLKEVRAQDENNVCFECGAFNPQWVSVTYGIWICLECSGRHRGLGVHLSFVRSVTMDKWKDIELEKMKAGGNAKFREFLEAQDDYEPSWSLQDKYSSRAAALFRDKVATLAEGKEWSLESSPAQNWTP
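Replicates: Single well per compound | Assay system: Truncated rat Arfgap1 GAP domain | Control set: No-Arfgap1 wells (100%) versus DMSO full-reaction wells (0%) | Times: Enzyme reaction 120 min at 25 °C after 20 min preincubation | Reagent: Human ARF1(Δ1-17)-GTP substrate | Measured by: Tracer-displacement fluorescence polarization with EDTA stop, 620/688 nm | Measure: Percent inhibition of Arfgap1-stimulated GTP hydrolysis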
Numbers without * were called inactive; i = inactive; . = no result given. Rows were taken by chance. About 4.5% of those tested had a hit in this group.

Sequence of screens: ASAP1 GAP inh, HGIII-sPLA2 inh, Tn6 DDE FP, rCAG RNA binder, proKLK7 act, ADAM10 inh, FXN GAA850 act, GC-A act, GC-B act, ARFGAP1 inh
1. O=C(CCS(=O)(=O)c1cccs1)Nc1ccc(C(=O)NC2CCCC2)cc1
→ 12, 1, 11, -2, 0.0, -2, 2.3, 4, 5, 2
2. O=C(COC(=O)c1ccccc1NCCO)NCCC1=CCCCC1
→ -14, 6, -1, -4, 9.8, i, 0.6, -1, 2, 5
3. O=C(Nc1c(C(=O)N2CCN(c3ccccn3)CC2)oc2ccccc12)c1cccc([N+](=O)[O-])c1
→ -3, -1, 2, 3, -0.2, 1, -0.3, -5, 3, 2
4. Cc1cccnc1NC(=O)CCn1c(=O)oc2ccccc21
→ 7, 5, 1, 1, -0.7, -3, -0.8, -1, -5, 1
5. COC(=O)C(C(=O)OC)C(CC(=O)c1ccc(C)cc1)c1cc(OC)c(OC)c(OC)c1 (configuration not stated)
→ -11, 1, 3, -8, 0.4, -4, 3.6, -1, -7, -1
6. Cc1cc(C)nc(N(C#N)CCOc2ccc(Cl)cc2)n1
→ -2, -8, -7, 1, -0.1, 2, 1.2, 1, -4, 17
7. CCOC(=O)c1c(CN2CCN(c3ccccc3)CC2)oc2cc(Br)c(O)cc12
→ -2, -33, -4, 3, 0.7, 21*, 1.6, -7, -10, -1
8. COc1cc(CNC(=O)c2cc(-c3ccc(F)cc3C)n[nH]2)cc(OC)c1
→ -15, -19, 8, 0, 0.6, 7, 1.5, 4, 8, 5
9. Cc1ccc(C)c(OCC(=O)Nc2ccncc2)c1
→ -7, -1, 1, 1, -0.1, 2, -1.1, -1, -3, 4
10. COc1ccc(CNC(=O)c2sccc2-c2ccccc2)cc1OC
→ 0, 0, 14, 9, 0.5, 6, 1.8, -1, 1, -2
11. Cn1c(CC(=O)NN)c(Sc2ccccc2)c2ccccc21
→ 11, -1, -4, 6, -0.1, 5, 0.1, -1, -3, 8
12. COc1ccc(Nc2nnc(Cc3ccncc3)c3ccccc23)c(OC)c1
→ 9, 14, 3, 3, -0.7, -3, 0.7, 0, 5, 7
13. CCN(CC(=O)NCc1cccs1)C(=O)c1ccc(NS(=O)(=O)c2ccc(C(C)=O)cc2)cc1
→ 4, -3, 2, 5, -0.2, -3, 0.8, 1, 2, 3
14. Cc1cc(C)c(C#N)c(SCC(=O)NC2CC2)n1
→ 2, 1, 9, 1, 0.3, -1, 1.1, 2, 0, 1
15. Cc1c(C(C)(C)O)[nH]c2cc(C(F)(F)F)ccc12
→ -6, -13, 2, -3, -0.3, 5, 2.9, -2, 1, 15
16. CCCN(CC(=O)Nc1cc(Cl)ccc1Cl)C(=O)c1ccc2n[nH]nc2c1
→ -5, -49, -2, 10, 0.1, 18, 4.8, -2, -6, -1
17. Cc1ccc(CN2CCN(C3CCCC3)C(CCO)C2)s1 (configuration not stated)
→ 7, 1, -3, -3, -0.2, -5, 2.1, -2, 3, 0
18. O=c1[nH]c2cc(Br)c(Br)nc2[nH]1
→ ., -3, 5, 3, 0.2, -7, ., 2, -5, .
19. O=C(c1ccc(Cl)c(Cl)c1)N1CCN(c2ccnc3cc(Cl)ccc23)CC1
→ ., -18, -3, ., ., 9, ., -6, -7, .
20. O=C(NCc1ccccc1)C(CCc1ccccc1)n1c(=O)c(-c2cc3ccccc3[nH]2)nc2ccccc21 (configuration not stated)
→ -8, -4, -7, 16, -16, -203, ., 2, 0, 10
21. O=C1/C(=C/c2ccccc2)Oc2cc(OC(=O)N3CCOCC3)ccc21
→ 11, -2, 1, 1, -0.9, -9, 7.8*, 1, -5, 2
22. Cc1nc2ccc(F)cc2cc1C(=O)NCc1ccco1
→ -3, 3, 4, -4, 0.0, -4, 0.7, 2, -3, -3
23. COc1ccc(CNC(=O)CN2C(=O)NC3(CCCCCCC3)C2=O)cc1
→ 7, 12, -2, 0, -0.3, -17, 0.8, -1, 0, -6
24. CCOC(=O)c1c(C)n(C)c2ccc(OC)c(NC(=O)CCN3CCC(Cc4ccccc4)CC3)c12
→ -14, -10, -5, -6, 0.4, 1, 0.4, -8, -5, -3
25. CCOC(=O)Cc1csc(NC(=O)c2cccs2)n1
→ 8, -9, -5, -1, -0.2, -1, 1.9, 1, 1, 2
26. CCOc1cc(C(=O)N/N=C/c2ccsc2)cc(OCC)c1OCC
→ -5, -2, -9, -1, 0.9, 7, -0.2, -1, -4, 2
27. Cc1nnc(NC(=O)c2csc3c2CCC(C)C3)s1 (configuration not stated)
→ 3, 3, 4, 0, -0.1, 2, 2.0, 1, 5, -5
28. CC1CC(=O)N(CC(=O)NCc2ccc3c(c2)OCO3)c2ccccc2S1 (configuration not stated)
→ 16, 0, 1, -8, -0.2, -1, 0.7, -10, -9, 7
29. Cc1ccccc1NC(=O)c1sc(Cl)nc1-c1ccccc1
→ -12, 1, 2, 4, 0.5, 4, -2.4, 12, -10, 0
30. CCc1ccc(NC(=O)Nc2cc(C(=O)O)ccc2N2CC3CC(C2)c2cccc(=O)n2C3)cc1 (configuration not stated)
→ 14, -1, 1, 18, 0.4, -7, -1.3, 2, -1, 12
31. COc1ccc(C(=O)NCC(c2ccc3c(c2)OCO3)N2CCN(c3ccc(OC)cc3)CC2)cc1 (configuration not stated)
→ 2, 8, 1, -2, -0.3, -7, -1.0, -3, -3, 0
32. O=C(COC(=O)Cn1[nH]c(=O)c2ccccc2c1=O)NNC(=O)c1ccccc1
→ 9, 5, 7, 4, 0.5, -1, 1.9, -1, 3, -4
33. CC(/C=C1\SC(=S)N(CCCC(=O)Nc2ccc(C(=O)O)cc2)C1=O)=C\c1ccccc1
→ 3, -56, -2, 74*, 0.5, 17, -3.7, -8, -5, 7
34. COC(=O)[C@H](Cc1ccc(O)cc1)NC(=O)Cn1cnc2c(OCc3ccccc3)ncnc21
→ -13, -6, 4, 2, 0.9, 2, -1.1, 4, -1, -1
35. O=C(CN1CCC(NC(=O)NC2CCCC2)CC1)Nc1ccc2c(c1)OCCO2
→ ., 7, 3, 0, 0.2, -3, ., 5, -3, .
36. Cc1ccc(C(O)c2ncc(-c3cccc(C(F)(F)F)c3)[nH]2)c(C)c1 (configuration not stated)
→ -6, 1, 4, 2, 0.1, 5, -1.1, -3, 1, 3
37. CCCCCCCCN1C(=O)[C@@H](CC(=O)N2CCCC2)C[C@@]2(C(=O)OC)C1=C[C@H](C1CCCC1)O[C@@H]2C
→ 0, -3, 2, 5, -0.1, 1, ., -3, 4, -9
38. CC1CC(C)(C)CC2(C1)NC(=O)N(CC(=O)Nc1ccc3c(c1)OCO3)C2=O (configuration not stated)
→ 0, 4, -2, 3, -0.1, -2, 0.3, 2, 4, -1
39. CCOC(=O)C1(Cc2cccc(Cl)c2)CCCN(CCO)C1 (configuration not stated)
→ 3, -1, 6, 0, -0.3, 1, 0.9, -3, -2, 17
40. COc1ccc(-c2oc3ncnc(NCCCN4CCOCC4)c3c2-c2ccc(OC)cc2)cc1
→ -3, -14, 0, -1, -3.7, -401, 2.7, 19, 23, 2
41. COc1ccc(-c2csc(=Nc3c(C)n(C)n(-c4ccccc4)c3=O)n2C(C)(C)C)cc1
→ -2, 2, -7, -3, 0.2, -1, 3.6, -7, -3, -4
42. CCOC(=O)Oc1c(OC)cc(C(=O)O[C@@H]2C[C@@H]3CN4CCc5c([nH]c6cc(OC)ccc56)[C@H]4C[C@@H]3[C@H](C(=O)OC)[C@H]2OC)cc1OC
→ 10, -32, -6, 12, 2.0, -3, -7.0, 0, 1, 3
43. Cc1ccsc1C(=O)Nc1ccc2c(c1)OCCO2
→ -5, -1, 3, -1, 0.1, -7, 2.7, 3, 2, 13
44. Cc1cccc(NC(=O)NCc2cccnc2)c1C
→ 3, 7, -3, -5, 0.2, -12, 1.3, 4, 2, 8
45. CC(=O)Nc1ccc(C(=O)N2CCCCC2c2cc(C(=O)NCc3ccc(F)cc3)no2)cc1 (configuration not stated)
→ -9, 3, 3, 0, 0.2, -13, 0.8, 0, 6, -1
46. CC1=C(C)CC(C(=O)NC2CCCC2)C(C(=O)O)C1 (configuration not stated)
→ 3, 14, 0, -3, 0.4, -13, 0.1, 0, -7, -2
47. CCN(C[C@H]1N[C@@](Cc2ccccc2)(C(=O)OC)[C@H]2C(=O)N(C)C(=O)[C@@H]12)C(=O)c1ccc(C(C)(C)C)cc1
→ -4, 8, 3, -1, 0.6, -1, -3.1, 4, -1, -1
48. Cc1ccc2nc(C(C)(C)C)c(Cc3ccccc3C(F)(F)F)n2c1
→ 4, 13, -5, 0, -1.1, -27, ., -7, 1, 12
49. CCC1=C(OC(=O)N(CC)CC)N2C(=O)OC(=NCC(=O)OC)[C@]2(Cc2ccccc2)[C@H]2C1=CC[C@H]1C(=O)NC(=O)[C@H]12
→ -5, 3, 8, -8, -0.2, 0, 0.9, 0, 1, 0
50. c1ccc(C2CCC3(CC2)CCC3NCc2cccs2)cc1 (configuration not stated)
→ ., 14, -2, ., ., -6, ., -6, -6, .
51. Cc1ccc(C(=O)COC(=O)c2cn(-c3ccccc3)nc2-c2ccccc2)cc1[N+](=O)[O-]
→ 8, 1, -4, 3, 0.2, -9, 0.8, 2, 2, -5
